High-throughput results: PubChem, University of Kansas High Throughput Screening Laboratory
Pf apPOL block = Pf-apPOL DNA polymerase inhibition | 210,000 compounds, 0.25% hits | inhibition, % at 10 µM | Recombinant Pf-apPOL, molecular beacon fluorescence, 1.5 h | AID 1794808
mHTT CaM bind = disrupts binding of mutant huntingtin to calmodulin; P42858; inhibition, % at 15 µM; AID 1671202; 190,000 compounds, 3.6% hits; AlphaScreen His-mHTT/GST-CaM binding, luminescence;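 also: 0% = both proteins with DMSO and 100% = one protein alone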
Numbers without * were called inactive; · = no result given; & = joins results of further samples. Rule as the data show it: active = inhibition above about 50%; inactive = the rest. Outcome played no part in choosing rows. Share with any hit: about 3.6%.

Every second line gives: Pf apPOL block	mHTT CaM bind
CC(=O)c1cc(C(=O)CC(=O)Nc2cccc([N+](=O)[O-])c2)sc1Nc1ccccc1
    0	11
O=C(CCC(=O)N1CC2CCCN2c2ccccc21)N1CCOCC1 (stereo not drawn)
    -1	19
O=C(c1ccc2c(c1)OCO2)N1CCN(c2ccc([N+](=O)[O-])cc2)CC1
    -7&7	6&24
COc1ccc(CN2CCC(C(=O)N3CCCCC3)CC2)cc1OC
    -8	-2
O=C(NCCc1ccccn1)C1CCc2sc(C(=O)N3CCCCCC3)cc2C1 (stereo not drawn)
    -1	1
COc1ccc(CN2CCN(c3ccc(F)cc3)CC2)c(OC)c1C
    -7	11
Cc1cccc(NC(=O)N2CCc3nc(-c4ccccc4)ncc3C2)c1
    -3	-1
CCOc1ccc(CNC(=O)CCc2cccc3[nH]ccc23)cc1
    0	15
O=C(CSc1nnc2c(n1)[nH]c1ccccc12)c1ccccc1
    -4	-4
CCOCCCNC(=O)CSc1nc2nc(C)c(Cc3ccccc3Cl)c(C)n2n1
    -10	12

(listing goes on)
Every second line gives: Pf apPOL block	mHTT CaM bind
O=C(C1CC1)N(Cc1cc(-c2ccc(F)cc2)on1)C1CC1
    -6	-8
CCC(C(=O)N1CCN(Cc2ccccc2)CC1)c1ccccc1 (stereo not drawn)
    -3	10
CCCC(=O)Nc1oc2c(C)cccc2c(=O)c1-c1cc(OC)c(OC)c(OC)c1
    -10	-1
O=C(NCCN1CCCCC1)c1nnc(N2CCCCC2)c2ccccc12
    -5	4
Cc1ccccc1C(=O)Nc1ccc2nc(SCC(=O)NCC3CCCO3)sc2c1 (stereo not drawn)
    -4	4
Cc1ccc(Cc2c(C)nc3nc(SCC(=O)NCCN4CCOCC4)nn3c2C)cc1
    -8	7
O=C(Nc1ccc2c(c1)Cc1ccccc1-2)c1ccncc1
    -1	8
Oc1c(C=Nc2cc(Cl)ccc2Cl)sc2ccccc12
    -13	5
O=[N+]([O-])c1ccsc1Sc1cccs1
    -1	·
CCN1C(=O)Cc2ccccc2C1C(=O)N1CCN(c2ccccc2F)CC1 (stereo not drawn)
    2	6

Following part
Every second line gives: Pf apPOL block	mHTT CaM bind
CCCCC(C(=O)O)N1C(=O)C(=Cc2ccco2)SC1=S (stereo not drawn)
    52*	29
COc1ccc2cc3cc(C(=O)NCc4ccc(F)cc4)oc3nc2c1
    3	7
N#CC1=C(N)OC(c2ccco2)=C(C#N)C1c1ccco1 (stereo not drawn)
    -53	·
Cc1ccc(-c2csc3nnc(SCC(=O)Nc4ccc5c(c4)OCCO5)n23)cc1
    -5	33
COc1cccc(-c2nc(C=Nc3cccc(C)c3)c(O)o2)c1
    -1	10
CCC(=O)NCc1nc2c(n1CC)CN(C(=O)c1ccccc1Br)CC2
    -4	2
Cc1ccc(C2CCCN2C(=O)Cc2ccccc2Cl)cc1 (stereo not drawn)
    -5	13
CC(=O)Nc1cccc(N2CC(C(=O)Nc3ccccc3C)CC2=O)c1 (stereo not drawn)
    3	9
CC(=O)N1C(C(=O)O)CSC1c1ccc(F)cc1 (stereo not drawn)
    -3	0
O=C1Cc2cc(NC(=O)Nc3ccc(Cl)c(Cl)c3)ccc2N1
    -5	-3

Taken from above, 22 compounds:
Every second line gives: Pf apPOL block	mHTT CaM bind
O=C(CSc1nnc2c(n1)[nH]c1ccccc12)c1ccccc1
    -4	-4
CCOCCCNC(=O)CSc1nc2nc(C)c(Cc3ccccc3Cl)c(C)n2n1
    -10	12
O=C(C1CC1)N(Cc1cc(-c2ccc(F)cc2)on1)C1CC1
    -6	-8
CCC(C(=O)N1CCN(Cc2ccccc2)CC1)c1ccccc1 (stereo not drawn)
    -3	10
CCCC(=O)Nc1oc2c(C)cccc2c(=O)c1-c1cc(OC)c(OC)c(OC)c1
    -10	-1
O=C(NCCN1CCCCC1)c1nnc(N2CCCCC2)c2ccccc12
    -5	4
Cc1ccccc1C(=O)Nc1ccc2nc(SCC(=O)NCC3CCCO3)sc2c1 (stereo not drawn)
    -4	4
Cc1ccc(Cc2c(C)nc3nc(SCC(=O)NCCN4CCOCC4)nn3c2C)cc1
    -8	7
O=C(Nc1ccc2c(c1)Cc1ccccc1-2)c1ccncc1
    -1	8
Oc1c(C=Nc2cc(Cl)ccc2Cl)sc2ccccc12
    -13	5
O=[N+]([O-])c1ccsc1Sc1cccs1
    -1	·
CCN1C(=O)Cc2ccccc2C1C(=O)N1CCN(c2ccccc2F)CC1 (stereo not drawn)
    2	6
CCCCC(C(=O)O)N1C(=O)C(=Cc2ccco2)SC1=S (stereo not drawn)
    52*	29
COc1ccc2cc3cc(C(=O)NCc4ccc(F)cc4)oc3nc2c1
    3	7
N#CC1=C(N)OC(c2ccco2)=C(C#N)C1c1ccco1 (stereo not drawn)
    -53	·
Cc1ccc(-c2csc3nnc(SCC(=O)Nc4ccc5c(c4)OCCO5)n23)cc1
    -5	33
COc1cccc(-c2nc(C=Nc3cccc(C)c3)c(O)o2)c1
    -1	10
CCC(=O)NCc1nc2c(n1CC)CN(C(=O)c1ccccc1Br)CC2
    -4	2
Cc1ccc(C2CCCN2C(=O)Cc2ccccc2Cl)cc1 (stereo not drawn)
    -5	13
CC(=O)Nc1cccc(N2CC(C(=O)Nc3ccccc3C)CC2=O)c1 (stereo not drawn)
    3	9
CC(=O)N1C(C(=O)O)CSC1c1ccc(F)cc1 (stereo not drawn)
    -3	0
O=C1Cc2cc(NC(=O)Nc3ccc(Cl)c(Cl)c3)ccc2N1
    -5	-3

Later entries.
Every second line gives: Pf apPOL block	mHTT CaM bind
O=C(Oc1ccc(-c2csnn2)cc1)c1cccs1
    -8&0	·
CCc1ccccc1NC(=O)c1c(-c2c(Cl)cccc2Cl)noc1C
    5	-18
CC1CCC(C(C)C)C(=NNC(=O)CC#N)C1 (stereo not drawn)
    -3	·
COc1ccc(CNC(=O)C2CN(S(=O)(=O)C3CC3)CC23CCCCC3)c(OC)c1 (stereo not drawn)
    4	2
Cc1noc(C)c1CCN(C)Cc1ccn(C)c(=O)c1
    -10	-7
COc1cccc(NC(=S)C(C#N)C(=O)N2CCC(C)CC2)c1 (stereo not drawn)
    -3	·
O=C1OC(c2cccc(F)c2)=N/C1=C\c1ccccc1Cl
    -2	4
COc1ccc(CCN2CC(C(=O)NCc3ccc(Cl)cc3)CC2=O)cc1OC (stereo not drawn)
    3	8
Cc1ccc(OCC(=O)Nc2ccc(S(=O)(=O)Nc3cc(C)nc(C)n3)cc2)c(C)c1
    -5	20
O=C(Nc1ccc(Cl)cc1F)c1cc(S(=O)(=O)NCc2ccccc2)ccc1F
    -6	1

Later entries:
Every second line gives: Pf apPOL block	mHTT CaM bind
O=C(CN1CCC(c2nnc(-c3ccco3)o2)CC1)Nc1cc(F)ccc1F
    4	-6
CCCCn1c(CNC(=O)c2cccs2)nnc1SCC(=O)OCC
    0	-19
CCCCOC(=O)CCCN1C(=O)C(=Cc2ccco2)SC1=S
    -7	25
COc1ccc(C=CC(=O)Nc2ccccc2C(O)(Cc2ccccc2)c2ccccc2)cc1 (stereo not drawn)
    2	·
COc1cc(NS(=O)(=O)c2ccc(NC(=O)c3cccc([N+](=O)[O-])c3)cc2)ncn1
    -2	3
O=C(/C=C/c1ccco1)Nc1c2c(nn1-c1ccc(Cl)cc1)CSC2
    -7	98*
COc1ccc2cc3cc(C(=O)N(C)c4ccc(Br)cc4)oc3nc2c1
    -7	-3
CC(CC(=O)Nc1ccccc1Br)c1ccccc1 (stereo not drawn)
    -3	-12
O=S(=O)(NCCc1ccccc1)c1ccc(F)c(Cl)c1
    -8	-34
C=CCN1C(=O)C(C)(C)COc2ccc(NS(=O)(=O)c3ccc4c(c3)OCCO4)cc21
    -12	-4

Next section:
Every second line gives: Pf apPOL block	mHTT CaM bind
Cc1cccnc1NC(c1ccc([N+](=O)[O-])cc1)c1ccc2cccnc2c1O (stereo not drawn)
    -253&-5	100*
CC(C)C(=O)NCCc1csc(C2CCN(C(=O)c3ccccc3F)CC2)n1
    -4	5
O=C(CCc1csc(NC(=O)NC2CCCCC2)n1)NCc1cccs1
    -4	-7
CC(=NNC(N)=O)c1csc2ccccc12
    -6	·
O=c1c2ccccc2ncn1Cc1ccccc1Cl
    -31	-6
COc1ccc(NC(=O)C(=O)NCc2ccncc2)cc1Cl
    -11	1
O=C(Oc1ccccc1)c1cccs1
    0	·
O=C1CCCC1C(Nc1ccc(I)cc1)c1ccccc1 (stereo not drawn)
    -2	-5
O=C(c1ccc(C(F)(F)F)s1)N1CC2CC1CC2NS(=O)(=O)c1cccs1 (stereo not drawn)
    2	0
CCCCCc1c2c(cc(O)c1C(=O)O)OC(=O)c1c(cc(OC)cc1C(=O)CCCC)O2
    33	·

Continuation.
Every second line gives: Pf apPOL block	mHTT CaM bind
COCCCNc1ccc(-c2nc(-c3ccc(C)cc3)no2)cn1
    -2	-4
Cc1ccc(NC(=O)C(C)N2C(=O)c3ccccc3C2=O)c([N+](=O)[O-])c1 (stereo not drawn)
    -8	-2
CC(C)(CO)NC(=O)Cc1ccc(NC(=O)C(C)(C)Oc2ccc(Cl)cc2)cc1
    -3	-3
COc1ccc(C(=O)N2CCC(c3nc(CNC(C)=O)cs3)CC2)c(OC)c1
    1	2
CCOc1ccc(NC(=O)CN(c2cc(C)ccc2OC)S(C)(=O)=O)cc1
    -11	19
Cc1cc(C)c2c(N(C)C)nc(C(=O)Nc3ccc(F)cc3C)nc2n1
    18	8
Cc1cccc2c(N3CCN(C)CC3)cc(C(=O)NCc3ccncc3)nc12
    -6	33
CN(Cc1ccccc1)S(=O)(=O)c1cn(C)cn1
    4	·
CC(=O)Nc1ccccc1-c1nc2ccccc2s1
    -8	-34
O=C(c1ccccc1Br)N1CCN(Cc2nc3ccccc3[nH]2)CC1
    -12	-11

3 entries out of the list, arranged by number of heavy atoms, rising.
Every second line gives: Pf apPOL block	mHTT CaM bind
CN(Cc1ccccc1)S(=O)(=O)c1cn(C)cn1
    4	·
CCOc1ccc(NC(=O)CN(c2cc(C)ccc2OC)S(C)(=O)=O)cc1
    -11	19
COc1ccc(C(=O)N2CCC(c3nc(CNC(C)=O)cs3)CC2)c(OC)c1
    1	2

More records
Every second line gives: Pf apPOL block	mHTT CaM bind
Cn1ccc2c(cc(C(=O)N3CCC(N4CCCCC4)CC3)n2C)c1=O
    -34	12
COc1ccc(CN2COc3ccc4c(c3C2)OC(=Cc2cccnc2)C4=O)cc1OC
    -4	19
O=C(c1c[nH]c2ccccc12)N1CCN(C(=O)C2CC2c2ccc(F)cc2)CC1 (stereo not drawn)
    -5	-6
COc1ccc(Cl)cc1NC(=O)Cn1c(=O)n(-c2ccc(F)cc2F)c(=O)c2sccc21
    1	33
O=c1cc(CN2CCCCC2)c2cc(Cl)c(O)cc2o1
    0	-2
CN(C)CCNC(=O)c1cn2cc(-c3ccc(Cl)cc3)ccc2n1
    -10	29
CCCCNC(=O)CCC1N=C2c3ccccc3N=C(SCc3ccc([N+](=O)[O-])cc3)N2C1=O (stereo not drawn)
    -2	3
CC1CCN(C(=O)C2CCN(c3cnn(Cc4ccccc4)c(=O)c3)CC2)CC1
    -6	-4
O=C(Nc1ccc(F)cc1)Nc1nccn(-c2ccc(F)cc2)c1=O
    -2	-10
CCOc1cc(CN2CCN(Cc3ccccn3)CC2)ccc1OC
    0	-2

Later entries
Every second line gives: Pf apPOL block	mHTT CaM bind
COc1ccc(-c2cc(C(=O)N3CCCC3c3cc(C)no3)no2)cc1OC (stereo not drawn)
    0	-9
CC(C)(C)N(Cc1ccccc1)C(=O)c1ccc(Br)o1
    -4	-1
O=C(NCCc1ccccn1)c1cn2ccccc2n1
    -8	-2
Cc1ccc(-n2nc3c(c2NC(=O)COc2ccc(Cl)cc2)CSC3)c(C)c1
    -5	-2
CCOC(=O)N1CCc2nn(CC(=O)Nc3cc(C)ccc3C)c(=O)cc2C1
    0	16
CC1CCN(C(=O)c2cc3n(n2)C(C(F)(F)F)CC(c2ccc(Cl)cc2)N3)CC1 (stereo not drawn)
    0	11
COc1ccc(-c2c3c(=O)n(C)c(=O)n(C)c3cn2-c2cccc([N+](=O)[O-])c2)cc1
    -6	37
CCCc1nc(-c2c(C)cc(C)nc2NC(=O)c2cccc(Br)c2)no1
    -2	3
Cc1[nH]c2c(Cl)cccc2c(=O)c1CN1CCCC1
    -3	1
COc1ccc(C(=O)Nc2ccc(S(=O)(=O)Nc3cc(C)on3)cc2)cc1OC
    -1	8

(continued)
Every second line gives: Pf apPOL block	mHTT CaM bind
COc1ccc2c(c1)CCc1sc(NCc3cccc(OC)c3O)nc1-2
    10&-6	19&9
COc1ccc(OC)c2nc3c(nc12)C(=O)c1ccccc1-3
    -4&5	·
COc1ccc(C2C(=O)c3cc(OC)c(OC)cc3C2c2ccccc2)cc1OC (stereo not drawn)
    1	7
CC12CC(NC(=O)N1c1cccc(C(=O)O)c1)c1ccccc1O2 (stereo not drawn)
    0	-12
C=C(C)CSc1nnc2n(-c3ccc(OC)cc3)c(=O)c3c4c(sc3n12)COC(C)(C)C4
    -3	19
COc1cc([N+](=O)[O-])ccc1N=Cc1c(C)[nH]n(-c2ccccc2)c1=O
    1	15
